# MgcRacGAP inhibition: MgcRacGAP GTPase-activating activity inhibitors, confirmation, biochemical, ADP Hunter fluorescence. MgcRacGAP-stimulated Rac1 GTP hydrolysis, ADP Hunter fluorescence; higher % means a stronger effect; GST-tagged Rac1 F28L mutant substrate. one-dose inhibition, % at 30 µM; IC50 in µM for titrated hits. 340,000 tested, 0.6% active;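 active = first-screen hits whose inhibition reached a set limit at any dose in the follow-up dose series; inconclusive = inhibition above the set first-screen limit but never retested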;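 note: fluorescence reports GDP produced by GAP-driven GTP hydrolysis; strong numbers were not always called active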
# Dengue-2 NS5 capping: Dengue-2 NS5 methyltransferase inhibitors, primary screen, biochemical, confirmation dose response (AID 588689). Dengue-2 NS5 methyltransferase capping enzyme assay, biochemical; higher % means a stronger effect. inhibition, % at 25 µM; hits with a dose series show IC50 in µM. 340,000 tested, 0.3% active; in the data active = a potency from the dose series; inconclusive = inhibition above about 29% without an active follow-up result
# Large T inhibition: SV40 large T antigen inhibitors, biochemical (AID 1903); SV40 large T antigen ATPase/helicase inhibition assay; higher % means a stronger effect; 310,000 tested, 0.39% active; one-dose inhibition, % at 20 µM; IC50 in µM for titrated hits; in the data active = a potency from the dose series; inconclusive = inhibition mostly from about 32% at the one dose, without a potency; inactive = the rest, 99 in 100 with inhibition below about 32%; note: strong numbers were not always called active
# RSV CPE inhibition: inhibition of RSV-induced cytopathic effect – HEp-2 cells, primary 10 µM value included (AID 2391); HEp-2 cells, RSV-induced CPE inhibition; higher % means a stronger effect; CPE inhibition, % at 10 µM; hits with a dose series show IC50 in µM; 310,000 tested, 0.13% active; in the data active = a potency from the dose series; inconclusive = CPE inhibition mostly from about 23% at the one dose, without a potency; inactive = the rest, 99 in 100 with CPE inhibition below about 21%; note: strong numbers were not always called active
# PhoP inhibition: inhibitors of PhoP regulon expression, primary screen, Salmonella Typhimurium, GFP reporter (AID 1863) | 300,000 tested, 0.16% active | S. Typhimurium PhoP-regulated promoter GFP reporter, 4 h; higher % means a stronger effect | inhibition, % at 50 µM, or IC50 in µM where a hit was titrated;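 active = inhibition over 29.93%, a cutoff 3 SD above the screen mean, later confirmed by dose response; inconclusive = inhibition over 29.93% but no dose response follow-up; inactive = inhibition at most 29.93% or unconfirmed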;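 note: 0% = low Mg2+ inducing control and 100% = high Mg2+ repressing control; strong numbers were not always called active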
# West Nile virus CPE: West Nile virus antiviral activity, cell-based, CPE readout (AID 1621). CPE inhibition, % at 10 µM; hits with a dose series show IC50 in µM. 290,000 tested, 0.02% active. West Nile virus-infected cells, CPE inhibition; higher % means a stronger effect; in the data active = a potency from the dose series; inconclusive = CPE inhibition mostly from about 3.7% at the one dose, without a potency; inactive = the rest, 99 in 100 with CPE inhibition below about 2.2%; note: strong numbers were not always called active
# GPR35 arrestin U2OS: GPR35 antagonists blocking zaprinast-driven arrestin recruitment, primary screen, imaging, U2OS, beta-arrestin-GFP, zaprinast agonist (AID 2058); U2OS GPR35 beta-arrestin-GFP translocation imaging, zaprinast antagonism; higher % means a stronger effect; inhibition, % at 10 µM; hits with a dose series show IC50 in µM; 290,000 tested, 0.052% active;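 active = inhibition of at least 50% with at least 30 cells and total cytoplasm GFP at most 10,000,000; inconclusive = under 30 cells or total GFP of 10,000,000 plus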
# CSM14.1 death rescue: protection against thapsigargin-triggered cell killing – 384-well, CSM14.1, ATP luminescence, primary screen (AID 1222) | CSM14.1 thapsigargin-induced death rescue, ATP luminescence; higher % means a stronger effect | one-dose cellular ATP content (survival), % at 20 µM; EC50 in µM for titrated hits | 190,000 tested, under 10 active;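 active = EC50 below 50 µM in the dose-response confirmation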;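 note: death triggered by thapsigargin at about 15 µM added after 2 h compound pretreatment; cell ATP read after overnight thapsigargin exposure of roughly 18 to 22 hours; normalized against plate controls of thapsigargin alone and 5% DMSO vehicle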
# LYP inhibition: PTPN22 lymphoid phosphatase activity blockers – biochemical, fluorescence intensity, uHTS (AID 1779); 290,000 tested, 0.054% active; recombinant LYP phosphatase, fluorescence intensity; higher % means a stronger effect; inhibition, % at 11.5 µM, or IC50 in µM where a hit was titrated; in the data active = inhibition above about 50%;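 note: plate controls were vehicle with enzyme for no effect and no enzyme for full effect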
# Active calls of the source: *; ? = inconclusive; / = not tested or not shown. The order is random; 1.5% or so of the library scored in one or more.
# Preview, 4 compounds:
(1) CCOC(=O)CCCNC(=O)CCNC(=O)c1ccc(OCC)cc1
(2) COc1ccc(OCCCC(=O)Nc2cccc(SC)c2)cc1
(3) O=C(CSc1ncccn1)NC1CCS(=O)(=O)C1 (stereo not drawn)
(4) O=C(O)CS(=O)(=O)c1ccc(Oc2ccc(S(=O)(=O)CC(=O)O)cc2)cc1
compound no.,1,2,3,4
MgcRacGAP inhibition,3%,6%,6%,/
Dengue-2 NS5 capping,-6%,1%,1%,/
Large T inhibition,5%,8%,24%,/
RSV CPE inhibition,-0.3%,6.4%,0.4%,1.9%
PhoP inhibition,7%,12%,-1%,/
West Nile virus CPE,-0.4%,-0.7%,0.1%,-0.2%
GPR35 arrestin U2OS,-8%,-3%,4%,7%
CSM14.1 death rescue,-1.6%,16%,/,2.4%
LYP inhibition,-7%,-9%,-13%,-10%

# The list itself, previewed entries included:
(1) CCOC(=O)CCCNC(=O)CCNC(=O)c1ccc(OCC)cc1
(2) COc1ccc(OCCCC(=O)Nc2cccc(SC)c2)cc1
(3) O=C(CSc1ncccn1)NC1CCS(=O)(=O)C1 (stereo not drawn)
(4) O=C(O)CS(=O)(=O)c1ccc(Oc2ccc(S(=O)(=O)CC(=O)O)cc2)cc1
(5) CCCCC(CC)CNC(=O)Cn1c(=O)[nH]c2ccsc2c1=O (stereo not drawn)
(6) COc1ccc(C(=O)CN2CCN(c3ccc(Cl)cc3)CC2)cc1OC
(7) N#CCN1CCCC(C(N)=O)C1 (stereo not drawn)
(8) COc1ccc(NC(=O)c2onc(C)c2Cl)cc1
(9) COC(=O)C1=C(C(=O)OC)[C@@H]2N(C)c3ccc(OC)cc3[C@@]23C[C@@H](C(=O)OC)N=C3N1
(10) COc1ccc(CCOC(=O)CNC(=O)c2ccc(Cl)cc2Cl)cc1
compound no.,1,2,3,4,5,6,7,8,9,10
MgcRacGAP inhibition,3%,6%,6%,/,16%,9%,6%,8%,18%,-4%
Dengue-2 NS5 capping,-6%,1%,1%,/,-6%,-8%,0%,1%,-1%,-4%
Large T inhibition,5%,8%,24%,/,19%,3%,8%,11%,10%,1%
RSV CPE inhibition,-0.3%,6.4%,0.4%,1.9%,-0.6%,-0.4%,0.2%,0.6%,1.2%,0.4%
PhoP inhibition,7%,12%,-1%,/,1%,3%,4%,6%,0%,-9%
West Nile virus CPE,-0.4%,-0.7%,0.1%,-0.2%,-0.3%,-1.1%,0.2%,0.1%,-0.1%,-0.3%
GPR35 arrestin U2OS,-8%,-3%,4%,7%,10%,-11%,6%,-7%,4%,5%
CSM14.1 death rescue,-1.6%,16%,/,2.4%,-9.2%,/,0.5%,/,/,/
LYP inhibition,-7%,-9%,-13%,-10%,-8%,-4%,-11%,-5%,-5%,-6%

(11) O=C1CSC(c2cn(-c3ccccc3)nc2-c2cc3ccccc3o2)N1Cc1ccccc1 (stereo not drawn)
(12) Cc1ccc2c(c1)nc(-n1nc(C)cc1C)c1nnnn12
(13) COc1ccc2oc(=O)cc(CN(C)Cc3ccccc3)c2c1
(14) Cc1cc(=O)[nH]c(SCC(=O)Nc2ccc(Br)cn2)n1
(15) Cc1ccc(S(=O)(=O)NCC(=O)NCc2ccncc2)cc1
(16) N/C(=N\OC(=O)/C=C/c1ccc(Br)cc1)c1ccccn1
(17) O=C(CNCc1ccccc1Cl)Nc1ccc(C(=O)N2CCCCC2)cc1
(18) COc1ccc(/C=C/C(=O)CCC(=O)O)cc1
(19) Cc1cccc(NC(=O)c2ccc(S(=O)(=O)NCc3cccnc3)cc2)c1
(20) O=C(Cn1c(-c2ccccc2)noc1=O)Nc1ccc(S(=O)(=O)N2CCOCC2)cc1
compound no.,11,12,13,14,15,16,17,18,19,20
MgcRacGAP inhibition,7%,9%,-4%,2%,5%,7%,18%,2%,2%,8%
Dengue-2 NS5 capping,5%,-5%,-2%,-1%,-2%,-6%,-14%,-1%,-6%,-3%
Large T inhibition,14%,16%,7%,5%,10%,10%,2%,20%,9%,10%
RSV CPE inhibition,?,2.1%,11%,-0.7%,1.4%,19%,5.9%,0.8%,13%,-0.8%
PhoP inhibition,2%,-5%,-2%,0%,-2%,-35%,1%,7%,-2%,-3%
West Nile virus CPE,/,-0.8%,-0.8%,-0.6%,0.1%,-1.4%,-0.4%,-0.4%,-1.0%,0.0%
GPR35 arrestin U2OS,-5%,-10%,8%,-4%,-10%,0%,16%,2%,0%,-12%
CSM14.1 death rescue,0.4%,3.1%,/,-1.1%,-2.1%,-1.5%,/,-0.9%,/,-2.0%
LYP inhibition,-2%,0%,-6%,-5%,-5%,-5%,-11%,-1%,-6%,2%

(21) CC(CCCC(C)(C)O)NCc1cn[nH]c1-c1ccc2c(c1)OCO2 (stereo not drawn)
(22) O=C(CNC(=O)c1ccc(S(=O)(=O)N2CCCC2)cc1)N/N=C/c1ccc(F)cc1
(23) O=c1c2c(nc3nc(NCc4ccc(Cl)cc4)[nH]n13)CCC2
(24) Cc1ccc(-n2nc3c(N4CCC(C(=O)N5CCCCCC5)CC4)nnc(C)c3c2C)cc1
(25) CCn1cc(CN2CCC(n3nccc3NC(=O)C(OC)c3ccccc3)CC2)cn1 (stereo not drawn)
(26) CCOCCCNC(=O)/C(C#N)=C/c1ccc([N+](=O)[O-])o1
(27) CCC(O)c1nc2ccccc2n1CCc1ccccc1 (stereo not drawn)
(28) CCOC(=O)NC(Nc1nnc(C)s1)(C(=O)OCC)C(F)(F)F (stereo not drawn)
(29) Cc1ccc(-n2cc(C(=O)c3ccc(N4CCN(C)CC4)cc3)nn2)cc1Cl
(30) Cc1cc(C)n(-c2ccc(C(=O)Nc3ccc(S(=O)(=O)NCc4ccco4)cc3)cc2)n1
compound no.,21,22,23,24,25,26,27,28,29,30
MgcRacGAP inhibition,8%,0%,6%,9%,6%,149µM*,9%,3%,13%,0%
Dengue-2 NS5 capping,9%,-4%,3%,-15%,-6%,-20%,-8%,-1%,-5%,-3%
Large T inhibition,1%,2%,32%,9%,11%,25%,10%,10%,1%,-3%
RSV CPE inhibition,2.7%,-1.3%,3.4%,19%,0.0%,4.0%,0.9%,1.4%,-2.1%,2.6%
PhoP inhibition,4%,-1%,-5%,-9%,-1%,6%,-4%,-5%,-6%,16%
West Nile virus CPE,-0.1%,-0.8%,-0.2%,0.3%,-0.2%,?,-1.0%,-0.3%,-1.0%,?
GPR35 arrestin U2OS,2%,-5%,-8%,5%,-2%,13%,6%,-1%,-8%,8%
CSM14.1 death rescue,-0.8%,-0.5%,1.2%,/,/,-4.9%,/,-1.1%,-3.6%,-1.0%
LYP inhibition,-6%,-7%,-6%,-6%,-8%,-9%,-8%,-11%,-5%,1%

(31) CN(c1nc(-c2ccc(Br)cc2)cs1)C1CCS(=O)(=O)C1 (stereo not drawn)
(32) Cc1ccc(NC2CCCN(C(=O)c3ccc4[nH]ccc4c3)C2)cc1C (stereo not drawn)
(33) COc1ccc(N2C(=O)C(Cc3ccccc3)NC2=S)cc1 (stereo not drawn)
(34) COc1ccc(/C=N/N=C2\SCC(=O)N2c2c(C)n(C)n(-c3ccccc3)c2=O)cc1OC
(35) COc1ccccc1N1C(=O)S/C(=C\c2ccc(C)s2)C1=O
(36) CC(C)(C)CC(=O)Nc1cc2c3c(c1)CC(=O)N3CCC2
(37) Cc1ccc2[nH]c(=O)c(CN(Cc3cccs3)Cc3nnnn3Cc3ccccc3)cc2c1
(38) CCC(CC)C(=O)Nc1cc(=O)n(C)c(=O)n1C
(39) Cc1ccccc1OCCOc1ccc([N+](=O)[O-])cc1/C=N/n1cnnc1
(40) Cc1ccc2cc(/C=C/C(=O)c3ccco3)c(Cl)nc2c1
compound no.,31,32,33,34,35,36,37,38,39,40
MgcRacGAP inhibition,7%,17%,-7%,6%,9%,-10%,15%,5%,9%,/
Dengue-2 NS5 capping,-2%,-6%,1%,-5%,-4%,4%,-2%,-2%,-2%,/
Large T inhibition,5%,10%,4%,21%,8%,-2%,4%,4%,20%,14%
RSV CPE inhibition,22%,4.2%,2.4%,7.1%,0.9%,3.0%,0.6%,0.8%,-1.0%,52%
PhoP inhibition,3%,-3%,-2%,14%,4%,-7%,1%,9%,-5%,-7%
West Nile virus CPE,-0.9%,-1.9%,-0.9%,0.6%,-1.4%,0.1%,-0.9%,0.3%,-0.7%,0.6%
GPR35 arrestin U2OS,-7%,16%,2%,-8%,-2%,17%,-16%,8%,-7%,-5%
CSM14.1 death rescue,-1.0%,/,-1.4%,6.6%,/,/,2.4%,-0.1%,-0.6%,/
LYP inhibition,-1%,-10%,-2%,1%,-5%,-11%,5%,-9%,-6%,-4%

(41) O=C1CC(N2CCC(c3nc4ccccc4o3)CC2)C(=O)N1 (stereo not drawn)
(42) Cc1cccc(NS(=O)(=O)c2cccs2)n1
(43) O=C(c1ccc(Br)cc1)c1cn[nH]c1-c1ccccc1O
(44) CCOc1ccc(/C=C/C(=O)c2cc(Br)ccc(=O)c2O)cc1
(45) Cc1cc(Nc2cccc([N+](=O)[O-])c2)n2c(nc3ccccc32)c1C#N
(46) COc1cccc(OCc2nnc(SCC(=O)NCc3ccco3)n2C)c1
(47) CC(C)(C)NC(=O)c1ccccc1-c1nc(-c2ccccc2Cl)no1
(48) O=C(CCC1COc2ccccc2O1)N1CCCC1 (stereo not drawn)
(49) CC(=O)NC(C(=O)N1CCC(c2nc3ccccc3s2)CC1)C(C)C (stereo not drawn)
(50) CCOC(=O)N1CCc2c(sc(NC(=O)c3ccc(S(=O)(=O)N4CCCC4)cc3)c2C#N)C1
(51) Cc1ccc(N2CC(C(=O)OCC(=O)c3ccc([N+](=O)[O-])cc3)CC2=O)cc1 (stereo not drawn)
(52) Cc1cc2c(cc1C)C(c1ccsc1)CC(=O)N2 (stereo not drawn)
compound no.,41,42,43,44,45,46,47,48,49,50,51,52
MgcRacGAP inhibition,1%,13%,9%,-11%,8%,6%,7%,4%,7%,9%,1%,7%
Dengue-2 NS5 capping,-10%,2%,-5%,33%,8%,-11%,-5%,-5%,-2%,2%,2%,-6%
Large T inhibition,18%,3%,4%,7%,22%,26%,16%,-2%,11%,13%,24%,5%
RSV CPE inhibition,-0.3%,2.8%,1.3%,-2.4%,12%,0.0%,4.8%,1.2%,1.8%,3.1%,1.6%,-0.5%
PhoP inhibition,-3%,-4%,/,14%,-2%,4%,-3%,-10%,-1%,-12%,-5%,-8%
West Nile virus CPE,0.5%,0.4%,-0.6%,-2.1%,/,0.6%,0.0%,0.0%,-0.5%,/,0.3%,-1.9%
GPR35 arrestin U2OS,-10%,-4%,11%,-11%,8%,12%,39%,6%,-10%,-3%,12%,12%
CSM14.1 death rescue,0.5%,-5.2%,/,2.3%,-1.2%,0.3%,1.2%,-2.6%,/,1.8%,/,0.5%
LYP inhibition,-2%,0%,-4%,3%,-3%,-5%,-10%,-8%,-6%,4%,-6%,-3%
